Screening results as filed in PubChem.
KOR beta-arrestin-1 = kappa opioid receptor activators – cell-based, luminescence, uHTS, primary screen (AID 1777). KOR beta-arrestin recruitment, luminescence; higher % means a stronger effect. activation, % at 10 µM; hits with a dose series show EC50 in µM. 280,000 tested, 0.02% active; in the data active means activation above about 50%, passing the limit was not always enough; further: a part of the inactive calls stands beside numbers as strong as those of hits
NTR1 agonist = agonists of NTR1, primary screen, imaging, U2OS cells, beta-arrestin-GFP, high content (AID 493036); 330,000 tested, 0.17% active; NTR1-U2OS beta-arrestin-GFP spot imaging, agonist mode; activation, % at 20 µM; P30989;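 active means activation at or above 40% of the spot to cytoplasm intensity ratio, with at least 20 cells analyzed; inconclusive means wells under 20 cells, flagged as cytotoxic or low count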;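 further: 0% = DMSO without peptide and 100% = 100 nM NTR1 peptide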
Target sequence (P30989 whole entry, looked up): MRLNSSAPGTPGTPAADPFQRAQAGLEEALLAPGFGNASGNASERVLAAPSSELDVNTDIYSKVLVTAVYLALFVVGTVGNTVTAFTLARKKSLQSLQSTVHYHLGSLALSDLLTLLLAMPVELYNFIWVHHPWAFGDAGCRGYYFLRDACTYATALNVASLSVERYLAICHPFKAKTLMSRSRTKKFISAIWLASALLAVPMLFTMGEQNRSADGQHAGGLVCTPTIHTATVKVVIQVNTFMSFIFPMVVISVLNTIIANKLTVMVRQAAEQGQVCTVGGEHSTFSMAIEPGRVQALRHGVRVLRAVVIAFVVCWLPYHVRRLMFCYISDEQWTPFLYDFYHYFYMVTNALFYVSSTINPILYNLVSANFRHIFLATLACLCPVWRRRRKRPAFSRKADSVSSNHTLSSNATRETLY
NOD1 inhibition = NOD1 signaling inhibitors, primary screen, cell-based, luminescence, uHTS (AID 1578). 290,000 tested, 1% active. NOD1-driven NF-kB luciferase reporter cells, luminescence; higher % means a stronger effect. one-dose inhibition, % at 4 µM; EC50 in µM for titrated hits; in the data active means inhibition mostly above about 36%, no sharp cut-off; inactive means mostly below about 34%;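 further: HEK-293T reporter cells stimulated with the NOD1 agonist gamma-tri-DAP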
K1F lysis inhibition = inhibition of K1F phage lysis, E. coli UTI89, bacterial capsule biogenesis inhibitors, alamar blue (AID 488966); E. coli UTI89 K1F phage lysis, alamar blue, 2 h; higher % means a stronger effect; inhibition, % at 100 µM; hits with a dose series show IC50 in µM; 340,000 tested, 0.02% active;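 active means phage lysis inhibition, versus mean bacterial control, above a set limit; inconclusive means no clear call, values can overlap the other calls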;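 further: capsule biogenesis inhibitors block K1F phage lysis so surviving cells raise fluorescence; higher fluorescence means more inhibition of phage lysis; actives were called in the ten point dose series up to 300 µM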
GPR55 LPI antagonism = inhibition of LPI-stimulated GPR55 beta-arrestin translocation – imaging, U2OS, beta-arrestin-GFP, LPI agonist, primary screen (AID 2013); U2OS GPR55 beta-arrestin-GFP translocation imaging, LPI antagonism; higher % means a stronger effect; 290,000 tested, 0.13% active; inhibition, % at 10 µM; hits with a dose series show IC50 in µM;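 active means spots per cell inhibited over 60%, with over 100 cells counted and total cytoplasm intensity under 500,000; inconclusive means wells with under 100 cells, flagged as likely toxic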;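 further: U2OS cells stably carrying GPR55 and arrestin-GFP stimulated by 5 µM LPI near EC80; imaged beta-arrestin-GFP aggregate spots per cell after agonist stimulation; plate controls were LPI-stimulated DMSO wells for no effect and DMSO wells without LPI for full effect; some results filed as inactive read as strong as hits; confirmed hits need IC50 under 10 µM and bright autofluorescent wells are also inconclusive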
GPR55 activation = selective activators of receptor GPR55 – imaging, U2OS cells, beta-arrestin-GFP redistribution, primary screen (AID 1961). 290,000 tested, 0.048% active. one-dose activation, % at 10 µM; EC50 in µM for titrated hits. U2OS GPR55 beta-arrestin-GFP redistribution imaging; higher % means a stronger effect;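 active means activation above 40% with more than 50 cells counted in the well; inconclusive means wells holding fewer than 50 cells, flagged as toxic or sparse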;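 further: U2OS osteosarcoma cells stably expressing GPR55 and beta-arrestin-GFP; plate controls were DMSO negative control for no effect and LPI positive control for full effect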
MgcRacGAP inhibition = MgcRacGAP GTPase-activating activity inhibitors, confirmation, biochemical, ADP Hunter fluorescence. MgcRacGAP-stimulated Rac1 GTP hydrolysis, ADP Hunter fluorescence; higher % means a stronger effect; GST-tagged Rac1 F28L mutant substrate. inhibition, % at 30 µM, or IC50 in µM where a hit was titrated. 340,000 tested, 0.6% active. AID 624330;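 active means first-screen hits whose inhibition reached a set limit at any dose in the follow-up dose series; inconclusive means inhibition above the set first-screen limit but never retested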;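 further: fluorescence reports GDP produced by GAP-driven GTP hydrolysis; strong numbers were not always called active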
GPR35 antagonists = inhibition of zaprinast-stimulated GPR35 beta-arrestin translocation – imaging, U2OS, beta-arrestin-GFP, zaprinast agonist, primary screen (AID 2058); U2OS GPR35 beta-arrestin-GFP translocation imaging, zaprinast antagonism; higher % means a stronger effect; one-dose inhibition, % at 10 µM; IC50 in µM for titrated hits; 290,000 tested, 0.052% active;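 active means inhibition of at least 50% with at least 30 cells and total cytoplasm GFP at most 10,000,000; inconclusive means under 30 cells or total GFP of 10,000,000 plus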
KOR beta-arrestin-2 = KOR antagonists, beta-arrestin recruitment, cell-based, luminescence, uHTS (AID 1778). KOR beta-arrestin recruitment, luminescence, antagonist mode; higher % means a stronger effect. 290,000 tested, 0.091% active. inhibition, % at 10 µM; hits with a dose series show IC50 in µM; in the data active means inhibition above about 50%; further: strong numbers were not always called active
NTR1 agonist cell count 20 µM = second read-out of NTR1 agonist, no call of its own (marks repeat the call); cell count; measured here: cell count, cytotoxicity flag
* marks the source's active call; other numbers are inactive results; i = inactive; ? = inconclusive; . = not tested or not shown; [ ] = remark or other dose. The list is partial; rates above refer to the full screens.

SMILES	KOR beta-arrestin-1	NTR1 agonist	NTR1 agonist cell count 20 µM	NOD1 inhibition	K1F lysis inhibition	GPR55 LPI antagonism	GPR55 activation	MgcRacGAP inhibition	GPR35 antagonists	KOR beta-arrestin-2
O=C1c2oc3ccc(F)cc3c(=O)c2C(c2ccccc2)N1CC1CCCO1 (stereo not drawn)	-3.7%	0.7	76	-12%	5.5%	1%	0.2%	2%	23%	-7%
Cc1cc(C)c(S(=O)(=O)N2CCN(C(=O)C(C)Cn3cncn3)CC2)c(C)c1 (stereo not drawn)	-2.2%	2.1	42	0%	0.1%	5%	0.3%	6%	-7%	-39%
CCOc1ccc(C(=O)C(C)OC(=O)Cn2[nH]c(=O)c3ccccc3c2=O)cc1 (stereo not drawn)	1.6%	0.2	46	-29%	0.0%[50 µM]	-8%	-0.1%	0%	0%	-19%
COc1cc(-c2nnc(COC(=O)c3c4c(nc5ccccc35)CCCC4)o2)cc(OC)c1OC	-0.7%	.	.	10%	.	-1%	-0.1%	.	6%	23%
O=C(NCCCn1ccnc1)c1ccccc1Cl	-3.0%	-0.5	54	-16%	-0.1%[50 µM]	7%	-0.1%	.	5%	12%
CN(C)C(CNC(=O)CNC(=O)c1ccc(Br)cc1)c1ccccc1 (stereo not drawn)	0.8%	-0.4	44	-8%	0.5%	-11%	0.8%	3%	-5%	-40%
CCOc1ccc(N/C=C/C(=O)c2ccccc2)cc1	-2.7%	1.7	39	-83%	-0.8%	-12%	-0.1%	16%	3%	6%[20 µM]
COC(=O)c1cc(OC)c(OC)cc1NC(=O)c1cccc(C)c1	-6.1%	4.2	96	-29%	3.6%	1%	0.2%	3%	2%	15%[20 µM]
Brc1ccc(COn2ccnc2)cc1	-2.2%	.	.	-19%	-0.2%	-7%	-0.2%	-2%	4%	-22%
COc1ccccc1-n1cnc2cc(C(=O)N3CCOCC3)ccc21	9.0%	-0.8	63	16%	2.7%	-8%	-0.2%	5%	8%	-2%
Cc1cc(C)c(S(=O)(=O)c2cc(F)ccc2C)c(Cl)n1	-2.9%	-0.2	93	-12%	0.0%	-4%	0.0%	3%	-2%	-3%
O=C(O)CC(=O)Nc1cc(Cl)ccc1O	-4.5%	-1.0	47	-8%	0.2%	0%	-0.2%	11%	-25%	15%
Fc1ccc(C2CC(c3ccco3)n3ncnc3N2)cc1 (stereo not drawn)	0.3%	1.6	56	-5%	-0.7%	-12%	0.4%	-4%	4%	0%
O=C(Cn1sc2ccccc2c1=O)NC12CC3CC(CC(C3)C1)C2	-4.8%	0.0	56	-40%	-0.6%	10%	-0.2%	?	-5%	-9%
Cc1ccccc1NC(=O)C1CCCN(S(=O)(=O)c2ccc3c(c2)C(C)(C)C(=O)N3C)C1 (stereo not drawn)	-0.9%	-0.1	59	-25%	-0.9%	3%	-0.1%	4%	-13%	0%[20 µM]
COc1ccc(-c2nc(CS(=O)CC(=O)NCCC3=CCCCC3)c(C)o2)cc1 (stereo not drawn)	-3.1%	0.6	104	-47%	-2.1%	9%	-0.1%	-7%	-21%	-29%
Cc1c(Cl)cccc1N1C(=O)CC(NNC(=O)c2cccnc2)C1=O (stereo not drawn)	0.2%	0.0	65	-18%	4.7%	-6%	0.2%	0%	16%	24%
Brc1ccccc1-c1nnc(CSc2nnc3sc4ccccc4n23)o1	1.5%	-0.4	78	-22%	0.3%	-19%	0.2%	4%	-7%	-26%
CC1(S(=O)(=O)O)CC(=O)c2ccccc2C1=O (stereo not drawn)	1.9%	1.7	44	4%	8.5%	-5%	-0.1%	8%	-5%	-14%[20 µM]
COc1ccc(/C(C)=N/NC(=O)CNC(=O)C2COc3ccccc3O2)c(OC)c1 (stereo not drawn)	-1.7%	-0.1	55	-2%	0.6%	8%	-0.2%	8%	15%	7%
COc1ccc2c(Cl)c(C(=O)NCCc3ccc(S(N)(=O)=O)cc3)sc2c1	-4.4%	2.7	52	-20%	-0.4%	-8%	-0.1%	6%	8%	4%[20 µM]
O=C1CCCN2N=C(SCC(=O)Nc3ccc(OC(F)(F)F)cc3)SC2=N1	-2.6%	-0.1	41	-18%	-0.1%	4%	-0.1%	1%	-8%	36%
NS(=O)(=O)c1ccc(NC(=S)NCc2cccc(Cl)c2)cc1	2.0%	-0.1	59	-11%	0.1%[50 µM]	8%	-0.2%	7%	6%	21%
O=C1CC(c2cccc(Cl)c2)CC(O)=C1C=Nc1ccccc1 (stereo not drawn)	0.0%	2.9	64	-4%	-2.8%	8%	-0.4%	2%	11%	-2%
N#CC1=C(N)N(c2ccccc2C#N)C2=C(C(=O)CCC2)C1c1ccsc1 (stereo not drawn)	-2.3%	-2.6	74	1%	-0.2%	40%	-0.4%	2%	-7%	34%
O=C1ON=C(c2ccccc2)/C1=C/c1ccccc1	-0.1%	0.8	63	-30%	0.3%	-2%	0.3%	6%	-4%	6%
COc1ccc(-c2[nH]ncc2N=Nc2ccccc2)cc1	-1.9%	21	92	-47%	0.6%	7%	0.6%	8%	0%	-4%
O=C(NCc1ccco1)c1cc(-c2cccc(Cl)c2)on1	-5.3%	3.0	72	-35%	2.6%	5%	-0.1%	-7%	10%	-23%
Cc1cc(C)n(CC(O)COc2ccc3ccccc3c2)n1 (stereo not drawn)	.	1.7	60	-42%	0.3%	2%	0.2%	3%	11%	-28%[20 µM]
Cc1ccc(NP(=O)(c2ccc(N(C)C)cc2NC(=O)c2cccs2)N2CCOCC2)cc1 (stereo not drawn)	-6.2%	1.4	41	-12%	4.3%	11%	0.3%	3%	5%	26%
O=C(CSc1nnc(CCCN2C(=O)c3cccc4cccc(c34)C2=O)n1-c1ccccc1)NCCCO	-3.2%	0.8	53	-1%	-0.2%	3%	-0.2%	9%	3%	27%
CCCc1nc2oc3ccccc3c(=O)c2c(=O)n1CCCOC	2.8%	0.2	43	1%	-2.2%	10%	0.1%	-4%	2%	40%
COC(=O)c1ccc(NC(=O)Nc2ccccc2F)cc1	-5.2%	0.0	77	13%	0.2%	-6%	-0.1%	10%	-4%	-34%[20 µM]
CC(=O)c1ccc(Nc2nc(NCCO)nc(OC(C(F)(F)F)C(F)(F)F)n2)cc1	4.6%	4.3	41	-2%	-0.3%	4%	0.4%	12%	-4%	-27%
O=C(NCCc1ccccc1)c1oc2ccccc2c1COc1ccccc1	3.2%	.	.	-16%	0.3%[50 µM]	24%	0.0%	2%	0%	2%
O=C(NCCc1ccccc1)c1cnc2ccccc2n1	7.5%	0.4	74	-9%	0.2%[50 µM]	-5%	0.0%	7%	-14%	-29%
Fc1ccccc1/C=N/N1CCN(Cc2ccccc2Cl)CC1	-1.4%	1.0	78	-14%	-0.3%	-5%	0.6%	-8%	1%	-23%[20 µM]
CCCCc1cc(=O)oc2cc(OC(C)C(=O)NCC3CCC(C(=O)O)CC3)c(Cl)cc12 (stereo not drawn)	-0.4%	4.5	88	25%	-1.6%	19%	0.4%	7%	-7%	-51%[20 µM]
COc1ccc2oc(/C=C/N(C)C)c(C(=O)c3ccc(Cl)cc3)c2c1	-0.2%	1.9	83	51%	0.6%	23%	-0.3%	15%	21%	1%
Cc1nc2ncnn2c(C)c1CCC(=O)NC(C)CCc1ccco1 (stereo not drawn)	2.6%	-1.7	54	-26%	0.2%	9%	-2.0%	10%	-9%	0%
O=C(CN1CCCCC1)n1c2ccccc2c2ccccc21	4.6%	-0.4	39	-8%	-1.4%	2%	-0.6%	11%	7%	-4%
Fc1ccccc1CNC(=S)Nc1cccc(C(F)(F)F)c1	-1.5%	1.3	70	-23%	1.3%[50 µM]	1%	-0.3%	6%	2%	-39%
Cc1ccc(S(=O)(=O)N2CCCC(c3nc4c(nnn4Cc4ccc5c(c4)OCCO5)c(=O)[nH]3)C2)cc1 (stereo not drawn)	-1.4%	8.8	67	-5%	0.2%	9%	-0.2%	-8%	4%	-22%
O=C(Cn1nnc(-c2ccccc2F)n1)NCCc1ccccc1	-3.9%	-2.8	50	-9%	-0.1%	-12%	-0.1%	-8%	-2%	-13%
Clc1ccccc1SCc1nc2ccccc2[nH]1	-4.5%	0.4	65	-33%	i	18%	-0.2%	12%	-2%	-10%
Cc1ccc(-n2c(=S)sc3c(=O)n(-c4ccccc4C)c(SCC(=O)O)nc32)cc1C	1.7%	2.6	94	-5%	-0.1%	3%	0.0%	10%	-7%	-31%
Cc1ccc(-c2ccc(C(=O)O)[nH]2)cc1	18%	1.5	63	-52%	0.0%	5%	-0.3%	5%	1%	14%
COC(=O)C(C)(C)ONC(=O)Nc1ccccc1[N+](=O)[O-]	1.3%	-0.4	43	-14%	0.3%	13%	0.1%	-2%	1%	-23%
Cc1ccc(CNC(=O)COC(=O)c2c(C)noc2C)cc1	-2.6%	-1.9	80	.	0.0%	0%	0.1%	6%	-2%	19%
NC1=NC(=Nc2ccc(Br)cc2)c2ccccc21	-0.2%	-1.8	23	21%	0.2%	0%	0.1%	11%	-24%	8%

Remaining list, next part.
SMILES	KOR beta-arrestin-1	NTR1 agonist	NTR1 agonist cell count 20 µM	NOD1 inhibition	K1F lysis inhibition	GPR55 LPI antagonism	GPR55 activation	MgcRacGAP inhibition	GPR35 antagonists	KOR beta-arrestin-2
COc1ccc(CCNC(=O)c2nnn(CC(=O)Nc3ccccc3)c2N)cc1OC	3.2%	0.4	57	10%	0.9%	-12%	-0.2%	21%	-10%	-27%
COc1ccccc1N1CCN(C2CCCN(C(=O)CCc3cnn(C)c3)C2)CC1 (stereo not drawn)	0.7%	0.6	46	2%	0.1%	11%	0.3%	6%	7%	-4%
COc1cccc(-n2cc3c(c2-c2ccccc2)c(=O)n(C)c(=O)n3C)c1	-6.2%	0.3	47	31%	-0.2%	10%	-0.1%	14%	1%	-3%
Cc1ccsc1/C=C1\CCC(C2CCCC2)C1=O (stereo not drawn)	-8.0%	7.1	67	-49%	0.1%	16%	0.1%	-8%	-2%	9%
COc1ccc(CC2(CO)CCN(C/C=C/c3ccccc3OC)CC2)cc1	.	-1.0	40	-32%	0.4%	10%	0.2%	3%	7%	-52%[20 µM]
Cc1nc2c(oc3ccccc32)c(=O)o1	-0.1%	-5.0	88	-37%	-0.2%	18%	-0.1%	-2%	10%	-5%
CCC(C(=O)NCCCN1CCOCC1)n1c2ccccc2c2nc(=O)cc(C)n21 (stereo not drawn)	1.2%	-0.3	61	-12%	0.4%	-4%	0.0%	8%	-1%	-20%
